# p53 PUMA act – mutant p53 pathway re-activators, primary screen, cell-based, SW480, luciferase, single point, HTS. SW480 PUMA-promoter luciferase, p53 mutant reactivation. activation, % at 9.98 µM. 28,000 tested, 1.5% active; in the data active = activation above about 52%
# STK33 kin inh – STK33 kinase inhibitors, primary screen, biochemical, luminescence, ADP-Glo, MBP substrate; Serine/threonine-protein kinase 33 (Homo sapiens), Q9BYT3; inhibition, % at 12.5 µM; 27,000 tested, 0.44% active; AID 2322, 2010; in the data active = inhibition above about 20%
# Target sequence (Q9BYT3 whole entry, looked up): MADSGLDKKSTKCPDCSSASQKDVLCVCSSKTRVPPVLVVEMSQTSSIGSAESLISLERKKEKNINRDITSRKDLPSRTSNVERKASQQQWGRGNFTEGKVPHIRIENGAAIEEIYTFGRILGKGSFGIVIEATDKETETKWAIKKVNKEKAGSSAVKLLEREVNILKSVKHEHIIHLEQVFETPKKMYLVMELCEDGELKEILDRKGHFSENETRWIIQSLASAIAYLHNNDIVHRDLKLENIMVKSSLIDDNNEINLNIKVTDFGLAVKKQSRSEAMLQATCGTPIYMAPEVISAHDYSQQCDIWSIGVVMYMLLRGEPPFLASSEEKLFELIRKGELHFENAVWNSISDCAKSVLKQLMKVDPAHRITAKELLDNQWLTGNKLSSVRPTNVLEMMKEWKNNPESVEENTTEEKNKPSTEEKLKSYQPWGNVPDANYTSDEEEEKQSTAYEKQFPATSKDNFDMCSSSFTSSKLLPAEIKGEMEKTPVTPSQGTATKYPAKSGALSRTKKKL
# Starred values were filed as active, the others as inactive; · = not tested or not shown. These rows are one share of the data, so the mix of outcomes need not match the whole.
SMILES,p53 PUMA act,STK33 kin inh
C/C=C/c1cnc2c(c1)C(=O)N([C@@H](C)CO)C[C@@H](C)[C@@H](CN(C)S(=O)(=O)c1ccc(OC)cc1)O2,9,·
Cc1noc(C)c1CSc1nc2[nH]ncc2c(=O)n1-c1ccccc1,-17,-1
CNC[C@@H]1Oc2ccc(NS(=O)(=O)c3cn(C)cn3)cc2CC(=O)N([C@H](C)CO)C[C@@H]1C,4,-3
CNC[C@@H]1Oc2ccc(N)cc2C(=O)N([C@H](C)CO)C[C@H]1C,0,·
C[C@H](CO)N1C[C@H](C)[C@@H](CN(C)C(=O)Nc2ccccc2)Oc2ccc(NS(=O)(=O)c3ccccc3)cc2CC1=O,6,·
Cc1cc(=O)oc2cc(OCC(=O)Nc3sc4c(c3C#N)CCC4)ccc12,18,-4
C[C@@H]1CCCCO[C@@H](CN(C)Cc2ccc(Cl)c(Cl)c2)[C@@H](C)CN([C@H](C)CO)C(=O)c2cc(NC(=O)Cc3ccccc3)ccc2O1,·,3
O=C(CSc1nnc(-c2cccc([N+](=O)[O-])c2)n1-c1ccccc1)NC1CCCCC1,23,-1
Cc1ccc(OCc2n[nH]c(=S)n2C2CCCCC2)c2c1CCC2,·,1
Cc1nc(S(=O)(=O)NC[C@@H]2CCCN(Cc3ccc(OCCO)cc3)C2)cn1C,·,0
C[C@H](CO)N1C[C@H](C)[C@H](CN(C)Cc2ccc(Oc3ccccc3)cc2)Oc2ccc(NC(=O)Nc3ccc(F)cc3)cc2CC1=O,·,0
O=C(CN1C(=O)c2cccc3cccc(c23)C1=O)NCC(O)c1ccccc1 (centres undefined),0,4
C/C=C/c1ccc2c(c1)O[C@H](CN(C)C(=O)c1cccc(F)c1)[C@H](C)CN([C@@H](C)CO)S2(=O)=O,5,·
CCN(CC)C(=O)c1cc(-c2ccc(Cl)c(Cl)c2)on1,72*,·
C[C@H](CO)N1C[C@H](C)[C@@H](CN(C)C(=O)NC2CCCCC2)Oc2ccc(NS(=O)(=O)c3ccc(Cl)cc3)cc2CC1=O,18,·
COc1cc2c(Cc3ccc(OC)c(OC)c3)nccc2cc1O,-25,-8
C[C@H](CO)N1C[C@H](C)[C@H](CN(C)S(=O)(=O)c2ccccc2)Oc2ccc(NS(=O)(=O)c3cn(C)cn3)cc2CC1=O,·,1
CN(C)S(=O)(=O)N(CC(=O)Nc1ccccc1C(F)(F)F)c1ccccc1,0,-3
O=C(NCCN1CCOCC1)C1CC(c2ccc(Cl)c(Cl)c2)=NO1 (centres undefined),6,0
CC(C)NC(=O)Nc1ccc2c(c1)C(=O)N([C@@H](C)CO)C[C@H](C)[C@H](CN(C)C)OCCCC[C@@H](C)O2,2,·
O=C(CSc1nnc(-c2cccnc2)n1-c1ccccc1)N1CCN(c2ccc(F)cc2)CC1,-3,0
C[C@@H]1CN([C@H](C)CO)C(=O)Cc2cc(NS(C)(=O)=O)ccc2O[C@@H]1CN(C)C,0,-1
CC(C)NC(=O)Nc1ccc2c(c1)C(=O)N([C@@H](C)CO)C[C@@H](C)[C@H](CN(C)S(=O)(=O)c1ccc(F)cc1)O2,·,0
O=C(C[C@H]1C[C@H]2c3cc(NC(=O)Nc4ccccc4F)ccc3O[C@H]2[C@H](CO)O1)NCc1ccccn1,4,·
COc1ccc(NC(=O)N(C)C[C@@H]2Oc3ncc(C#C[C@H](C)O)cc3C(=O)N([C@H](C)CO)C[C@H]2C)cc1,8,·
O=[N+]([O-])c1cccc(CSc2nnc(-c3ccco3)n2-c2ccccc2)c1,-15,2
COc1ccc(NC(=O)CC2NC3CCCCC3NC2=O)cc1 (centres undefined),-1,0
COc1cccc(OC)c1OCCNCCO,2,-4
Cn1nc([N+](=O)[O-])nc1Oc1ccccc1C(=O)N1CCOCC1,-11,-4
C[C@@H]1CN([C@@H](C)CO)C(=O)c2cccc(NS(=O)(=O)c3ccc(Cl)cc3)c2O[C@H]1CN(C)C(=O)Nc1cccc2ccccc12,-6,·
C[C@@H]1CN([C@H](C)CO)C(=O)c2cc(NC(=O)Cc3cn(C)c4ccccc34)ccc2O[C@H]1CN(C)S(=O)(=O)c1ccccc1,·,2
C[C@@H]1CCCCO[C@H](CN(C)C(=O)c2ccccc2)[C@H](C)CN([C@@H](C)CO)C(=O)c2cc(NC(=O)Nc3ccc4c(c3)OCO4)ccc2O1,-33,·
CC(C)NC(=O)N(C)C[C@H]1Oc2ccc(NS(=O)(=O)c3cccs3)cc2C(=O)N([C@H](C)CO)C[C@@H]1C,9,·
COc1ccc(CN(C)C[C@H]2Oc3ccc(NS(=O)(=O)c4ccc(F)cc4)cc3CC(=O)N([C@@H](C)CO)C[C@H]2C)cc1,·,2
C[C@H](CO)N1C[C@H](C)[C@@H](CN(C)Cc2ccccn2)Oc2cc(-c3ccc(C#N)cc3)ccc2S1(=O)=O,-61,·
COc1c2ccoc2cc2oc(=O)ccc12,-44,5
C[C@@H]1CN([C@H](C)CO)C(=O)Cc2cc(NS(=O)(=O)c3ccccc3)ccc2O[C@H]1CN(C)C(=O)Nc1ccc(C(F)(F)F)cc1,·,4
C[C@H]1CN([C@@H](C)CO)C(=O)c2cc(NC(=O)C3CC3)ccc2O[C@@H]1CN(C)C(=O)Nc1cccc2ccccc12,4,-2
C[C@@H]1CCCCO[C@@H](CN(C)S(=O)(=O)c2ccc(F)cc2)[C@@H](C)CN([C@H](C)CO)C(=O)c2cc(NC(=O)Nc3ccc4c(c3)OCO4)ccc2O1,·,1
C[C@H]1CN([C@@H](C)CO)C(=O)Cc2cc(NC(=O)Nc3ccc4c(c3)OCO4)ccc2O[C@@H]1CN(C)C(=O)Nc1ccc2c(c1)OCO2,6,4
CNC[C@@H]1Oc2ccc(NC(=O)Nc3ccc(OC)cc3)cc2CC(=O)N([C@@H](C)CO)C[C@@H]1C,·,-3
C[C@H](CO)N1C[C@H](C)[C@H](CN(C)C(=O)Nc2ccc3c(c2)OCO3)Oc2ccc(NC(=O)Nc3ccc(C(F)(F)F)cc3)cc2C1=O,·,-1
Cc1scc(C(=O)Nc2cccc(Cn3cccn3)c2)c1-c1ccccc1,-28,2
COc1ccc([C@H]2C=C(C(=O)N3CCCCC3)O[C@@H](OCc3ccc(CO)cc3)C2)cc1,·,-2
C[C@@H]1CCCCO[C@H](CN(C)S(=O)(=O)c2ccccc2)[C@@H](C)CN([C@H](C)CO)C(=O)c2cc(NC(=O)Nc3ccccc3)ccc2O1,-4,-4
O=C1CC(c2ccccc2)N=C(SCC(=O)Nc2ccc3ccccc3c2)N1 (centres undefined),-6,3
CNC[C@@H]1Oc2ccc(NS(=O)(=O)c3ccccc3)cc2C(=O)N([C@H](C)CO)C[C@H]1C,6,0
C[C@H](CO)N1C[C@H](C)[C@@H](CN(C)Cc2ccc(C(F)(F)F)cc2)Oc2ccc(NC(=O)Nc3ccc(C(F)(F)F)cc3)cc2C1=O,6,·
Cn1c(SCC(=O)c2cc(C(C)(C)C)c(O)c(C(C)(C)C)c2)nnc1-c1ccncc1,-5,3
CNC(=O)CN(c1ccccc1)S(=O)(=O)c1ccc(F)cc1,-4,-3
N#Cc1ccccc1CSc1nnc(N)n1-c1ccccc1,-10,-5
C[C@H]1CN([C@@H](C)CO)C(=O)c2cccc(NS(C)(=O)=O)c2O[C@H]1CN(C)C,-3,·
COc1cc([N+](=O)[O-])ccc1NC(=O)CN(C)S(=O)(=O)c1ccc2ccccc2c1,-8,-2
COc1ccc(S(=O)(=O)N(C)CC(=O)Nc2ccccc2SC)cc1,0,0
CC[N+](C)(CC)CC(=O)Nc1c(C)cccc1C,-4,·
C[C@H]1CN([C@@H](C)CO)C(=O)Cc2cc(NS(=O)(=O)c3ccc(Cl)cc3)ccc2O[C@H]1CN(C)Cc1ccc(Oc2ccccc2)cc1,-5,-5
CC(C)COC(=O)N(C)C[C@H]1OCc2cnnn2CCCC(=O)N([C@@H](C)CO)C[C@@H]1C,·,2
NC(=O)C1(N2CCCCC2)CCN(CC(=O)Nc2ccccc2Sc2ccccc2)CC1,-9,-1
CC(C)Oc1cccc(-n2c(CCc3c[nH]c4ccc(Br)cc34)nc3ccccc3c2=O)c1,1,·
c1ccc(Cn2c(SCCN3CCOCC3)nc3ccccc32)cc1,8,1

# Following part
SMILES,p53 PUMA act,STK33 kin inh
O=C(CCCn1cc([N+](=O)[O-])cn1)Nc1cccc(C(F)(F)F)c1,9,0
Cc1cc(Br)c(NC(=O)CSc2nccc(=O)[nH]2)cc1C,3,2
Cc1sc2ncnc(SCC(=O)Nc3ccccc3Cl)c2c1C,23,8
O=C(COc1ccc(Cl)cc1Cl)Nc1c[nH]c(=O)[nH]c1=O,5,-2
CCn1c(SCC(=O)Nc2ccc(F)cc2)nnc1-c1cccc(Cl)c1,-3,0
Cc1nc(CSc2nc3sc(C)c(C)c3c(=O)n2-c2ccccc2)cs1,-2,-3
COc1ccc(S(=O)(=O)Nc2cccc3c2O[C@@H](CN(C)Cc2ccc(C(F)(F)F)cc2)[C@@H](C)CN([C@@H](C)CO)C3=O)cc1,-15,·
C[C@@H]1CCCCO[C@H](CN(C)C(=O)NC2CCCCC2)[C@@H](C)CN([C@H](C)CO)C(=O)c2cc(NC(=O)Nc3cccc4ccccc34)ccc2O1,·,9
C[C@H]1CN([C@@H](C)CO)C(=O)c2cc(N(C)C)ccc2O[C@@H]1CN(C)Cc1ccc(Cl)c(Cl)c1,·,4
COc1ccc(CC(=O)NN2CCN(c3ccccc3)CC2)cc1,·,1
COc1ccc(CN(C)C[C@H]2Oc3ccc(NS(=O)(=O)c4ccc(Cl)cc4)cc3C(=O)N([C@H](C)CO)C[C@@H]2C)cc1,5,·
C[C@@H]1CN([C@H](C)CO)C(=O)Cc2cc(NC(=O)Cn3cnnn3)ccc2O[C@@H]1CN(C)C(=O)Nc1ccc(C(F)(F)F)cc1,·,4
C[C@@H]1CN([C@@H](C)CO)C(=O)c2cc(NS(=O)(=O)c3ccc(Cl)cc3)ccc2O[C@@H]1CN(C)S(=O)(=O)c1ccc(F)cc1,·,3
C[C@@H]1CN([C@H](C)CO)C(=O)c2cc(-c3cccc(F)c3)cnc2O[C@H]1CN(C)C(=O)Nc1ccccc1F,7,·
C[C@H](CO)N1C[C@H](C)[C@@H](CN(C)Cc2ccc(C(=O)O)cc2)OCCCC[C@H](C)Oc2ccc(NS(=O)(=O)c3cccs3)cc2C1=O,8,·
CCc1ccc2oc(-c3ccc(C)c(NC(=O)COc4ccccc4)c3)nc2c1,32,2
C[C@H]1CN([C@@H](C)CO)C(=O)Cc2cc(N(C)C)ccc2O[C@H]1CN(C)S(C)(=O)=O,·,8
COc1c2c(c(CSc3nnnn3-c3ccccc3)c(OC)c1OC)C(=O)OC2,12,·
Oc1ccccc1C=Nc1ccccc1C(F)(F)F,-14,·
C[C@@H]1CN([C@@H](C)CO)C(=O)c2cc(NC(=O)Cc3cn(C)c4ccccc34)ccc2O[C@@H]1CN(C)S(=O)(=O)c1cccs1,·,3
C[C@@H]1CN([C@H](C)CO)C(=O)CCCn2cc(nn2)CO[C@H]1CN(C)C(=O)Nc1cccc(C(F)(F)F)c1,·,3
Cc1noc(C)c1S(=O)(=O)N(C)C[C@@H]1Oc2ccc(NS(=O)(=O)c3ccc(Cl)cc3)cc2C(=O)N([C@@H](C)CO)C[C@@H]1C,5,·
Cc1ccc(S(=O)(=O)N(C)C[C@@H]2OCCCC[C@@H](C)Oc3ccc(NC(=O)Nc4ccccc4)cc3C(=O)N([C@H](C)CO)C[C@H]2C)cc1,-12,·
C[C@@H]1CN([C@H](C)CO)C(=O)Cc2cc(NC(=O)C3CC3)ccc2O[C@@H]1CN(C)CC1CCCCC1,5,-1

# Of the compounds above, these have an NH in an aromatic ring.
SMILES,p53 PUMA act,STK33 kin inh
Cc1noc(C)c1CSc1nc2[nH]ncc2c(=O)n1-c1ccccc1,-17,-1
Cc1ccc(OCc2n[nH]c(=S)n2C2CCCCC2)c2c1CCC2,·,1
CC(C)Oc1cccc(-n2c(CCc3c[nH]c4ccc(Br)cc34)nc3ccccc3c2=O)c1,1,·
Cc1cc(Br)c(NC(=O)CSc2nccc(=O)[nH]2)cc1C,3,2
O=C(COc1ccc(Cl)cc1Cl)Nc1c[nH]c(=O)[nH]c1=O,5,-2

# Back to the main list; the five compounds before the break are reprinted first.
SMILES,p53 PUMA act,STK33 kin inh
C[C@@H]1CN([C@@H](C)CO)C(=O)c2cc(NC(=O)Cc3cn(C)c4ccccc34)ccc2O[C@@H]1CN(C)S(=O)(=O)c1cccs1,·,3
C[C@@H]1CN([C@H](C)CO)C(=O)CCCn2cc(nn2)CO[C@H]1CN(C)C(=O)Nc1cccc(C(F)(F)F)c1,·,3
Cc1noc(C)c1S(=O)(=O)N(C)C[C@@H]1Oc2ccc(NS(=O)(=O)c3ccc(Cl)cc3)cc2C(=O)N([C@@H](C)CO)C[C@@H]1C,5,·
Cc1ccc(S(=O)(=O)N(C)C[C@@H]2OCCCC[C@@H](C)Oc3ccc(NC(=O)Nc4ccccc4)cc3C(=O)N([C@H](C)CO)C[C@H]2C)cc1,-12,·
C[C@@H]1CN([C@H](C)CO)C(=O)Cc2cc(NC(=O)C3CC3)ccc2O[C@@H]1CN(C)CC1CCCCC1,5,-1
COC(=O)COc1ccc(NC(=O)c2ccc(NC(C)=O)cc2)cc1,-9,0
CCn1cc(CN(C)C(=S)Nc2sc3c(c2C(=O)OC)CCC(C)C3)c(C)n1 (centres undefined),-36,-6
Cc1ccc(S(=O)(=O)N(C)C[C@H]2Oc3ccc(NC(=O)Cc4ccccc4)cc3C(=O)N([C@@H](C)CO)C[C@H]2C)cc1,·,2
O=C(CN1C(=O)c2ccccc2S1(=O)=O)Nc1ccc2c(c1)OCCO2,-80,-1
C[C@H]1CN([C@@H](C)CO)C(=O)Cc2cc(NC(=O)Cc3ccccc3)ccc2O[C@H]1CN(C)C(=O)Nc1ccc(C(F)(F)F)cc1,·,0
